Screening results deposited in PubChem by The Scripps Research Institute Molecular Screening Center.
CHO-K1 Ca antag: nonselective inhibitor or artifact in parental CHO-K1 cells | ATP-induced calcium, Fluo-8 fluorescence | inhibition, % at 3 µM | actives 0.6% (n = 360,000) | AID 602250;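 active = inhibition above a per-plate cutoff, the plate's mean sample inhibition plus 3 SD, cut at about 24% in these data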;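 note: 0% = DMSO plus EC80 ATP and 100% = DMSO alone without ATP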
TAAR1 ag: human TAAR1 agonism. CHO RD-HGA16 TAAR1, Fluo-8 calcium fluorescence; vehicle wells 0%, saturating PEA agonist 100%. activation, % at 3 µM. actives 0.99% (n = 360,000);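 active = activation above the mean activation of all test compounds in the run plus 3 SD, cut at about 38% in these data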
Target sequence (Q96RJ0 whole entry, looked up): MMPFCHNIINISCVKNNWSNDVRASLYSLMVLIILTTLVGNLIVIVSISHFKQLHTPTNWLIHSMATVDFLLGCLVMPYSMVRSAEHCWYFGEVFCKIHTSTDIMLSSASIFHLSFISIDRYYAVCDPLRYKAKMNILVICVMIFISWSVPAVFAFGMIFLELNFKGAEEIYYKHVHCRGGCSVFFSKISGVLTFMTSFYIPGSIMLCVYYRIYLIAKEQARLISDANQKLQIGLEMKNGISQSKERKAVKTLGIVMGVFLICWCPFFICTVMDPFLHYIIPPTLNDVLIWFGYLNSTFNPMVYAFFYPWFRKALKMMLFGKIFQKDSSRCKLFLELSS
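System: CHO RD-HGA16 cells carrying human TAAR1 plus Gα16; Incubation: 17-24 h seeding, 75 min 37 °C dye, 30 min RT; Measured by: Fluo-8 fluorescence, 5 s baseline then 140 s kinetic read; Control set: DMSO and PEA EC100; Replication: single well for each compound.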
V1aR counter: V1a receptor agonism, counter-screen for OXTR agonists; activation, % at 3 µM; CHO-V1R cells, Fluo-8 calcium fluorescence, agonist mode; 0% DMSO, 100% 3 nM vasopressin; AID 2797; actives 0.25% (n = 320,000);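 active = activation above the mean activation of all tested compounds plus 3 SD, per screening run, cut at about 20% in these data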;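 note: signal is peak over basal fluorescence ratio across a 100 second FLIPR read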
Target sequence (P37288 whole entry, looked up): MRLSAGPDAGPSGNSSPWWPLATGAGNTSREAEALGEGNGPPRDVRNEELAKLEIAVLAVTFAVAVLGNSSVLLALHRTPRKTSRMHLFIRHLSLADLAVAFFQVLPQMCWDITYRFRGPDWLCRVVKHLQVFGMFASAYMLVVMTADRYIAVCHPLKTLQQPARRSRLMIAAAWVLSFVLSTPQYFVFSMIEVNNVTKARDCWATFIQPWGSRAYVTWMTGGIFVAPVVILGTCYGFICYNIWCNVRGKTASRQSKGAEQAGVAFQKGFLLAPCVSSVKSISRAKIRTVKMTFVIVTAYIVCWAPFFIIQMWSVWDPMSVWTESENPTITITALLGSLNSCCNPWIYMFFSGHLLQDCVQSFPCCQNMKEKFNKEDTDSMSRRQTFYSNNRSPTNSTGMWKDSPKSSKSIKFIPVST
OXTR potentiator: potentiates the human oxytocin receptor response | CHO-OTR cells, Fluo-8 calcium fluorescence, potentiator mode; 0% = oxytocin EC15, 100% = EC100 | activation, % at 3 µM | actives 0.061% (n = 320,000);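 active = activation above that plate's cutoff, the mean activation of tested compounds plus 3 SD, cut at about 6.6% in these data, passing the limit was not always enough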;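 note: 100% uses oxytocin at 75 nM as the full agonist control; some results filed as inactive read as strong as hits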
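Assay system: CHO-OTR cells, human receptor / Also added: oxytocin at about EC15, sub-maximal agonist stimulus / Dosing: single dose, 3.0 µM nominal final compound concentration / Incubation: 6 min pre-incubation, 100 s read / Technique: Fluo-8 calcium dye fluorescence / Read-out: % activation vs EC15 and EC100 oxytocin / Benchmarks: EC15 oxytocin low, 75 nM oxytocin high / Replicates: singlicate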
M1 ag: activates human CHRM1 receptor. AID 588814. P11229. activation, % at 3 µM. CHO-K1 hM1, Fluo-8 calcium fluorescence, agonist mode; 0% DMSO, 100% acetylcholine EC100. actives 0.33% (n = 360,000);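 active = activation above the run's mean compound activation plus 3 SD, cut at about 16% in these data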;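 note: peak over basal fluorescence ratio within a 140 s kinetic read after compound addition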
M1 PAM parental: M1 PAM counterscreen hit in parental CHO-K1 cells | actives 0.02% (n = 360,000) | AID 602247 | ATP EC20, Fluo-8 calcium fluorescence; 0% at ATP EC20, 100% at ATP max | activation, % at 3 µM;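 active = activation above the run cutoff, the mean activation of all test compounds plus 3 SD, cut at about 40% in these data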;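 note: peak over basal fluorescence ratio in a 140 s read after ATP addition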
TAAR1 antag: antagonists of human TAAR1; Q96RJ0; CHO RD-HGA16 TAAR1, Fluo-8 calcium fluorescence, antagonist; inhibition, % at 3 µM; actives 1.5% (n = 360,000);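 active = inhibition above a per-plate cutoff, the mean inhibition of test compounds on that plate plus 3 SD, cut at about 49% in these data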;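 note: 0% = DMSO plus EC80 beta-PEA response and 100% = DMSO alone without agonist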
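Test system – hTAAR1-expressing CHO RD-HGA16 cells, Gα16-coupled · Also added – β-PEA at EC80 concentration, post-compound challenge · Compound – 3 µM, single point · Incubation – dye loading 75 min at 37 °C, then 30 min room temperature · Measured by – Fluo-8 intracellular calcium dye fluorescence, real-time kinetic reads · Benchmarks – vehicle and agonist controls · Replicates – singlicate, one well per test compound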
M1 ag parental: M1 agonist counterscreen hit in parental CHO-K1 cells. Fluo-8 calcium fluorescence; scaled to maximal ATP response, vehicle zero. activation, % at 3 µM. actives 0.48% (n = 360,000); in the data active = activation above about 15%;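 note: untransfected CHO-K1 host cells lacking M1 receptor as counterscreen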
CHO parental Ca: signal in parental CHO cells, OX1R antagonist counter-screen. parental CHO-K1, ATP-induced calcium, Fluo-8 fluorescence. inhibition, % at 5.6 µM. actives 0.63% (n = 330,000);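 active = inhibition above that plate's mean sample inhibition plus 3 SD, cut at about 26% in these data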;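 note: 0% = ATP-challenged DMSO wells and 100% = DMSO wells without ATP; some compounds past the cut are filed as inactive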
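Test system: untransfected parental CHO cell line. Compound: one dose, 5.6 µM nominal. Detection: intracellular calcium via Fluo-8 no-wash fluorescent dye. Measure: % inhibition. Benchmarks: ATP-challenged DMSO wells low, unchallenged DMSO wells high.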
* marks the source's active call; other numbers are inactive results; x = not tested or not shown.

SMILES | CHO-K1 Ca antag | TAAR1 ag | V1aR counter | OXTR potentiator | M1 ag | M1 PAM parental | TAAR1 antag | M1 ag parental | CHO parental Ca
O=C(CSc1nc2ccccc2c(=O)[nH]1)Nc1ccccc1C(F)(F)F | 9 | 3 | 8.6 | -9 | 1 | -8 | 8 | 8.4 | 9
Cc1ccccc1OCCC(=O)NCCc1ccc(S(N)(=O)=O)cc1 | -14 | 0 | -0.3 | -5 | -2 | 10 | 13 | 0.4 | -4
CC(=O)Nc1ccc(NC(=O)COC(=O)C2(c3ccc(Cl)cc3)CCCC2)cc1 | 6 | 39* | 18 | -11 | 9 | 5 | 49* | 8.1 | -4
CC(C)Oc1ccc(C(=O)NCc2ccco2)cc1 | -10 | 11 | -0.1 | 2 | -4 | 15 | -5 | 0.6 | -4
CC1OC2C(OC1C)N(S(C)(=O)=O)CCN2S(C)(=O)=O (configuration not stated) | 6 | 4 | 0.9 | 4 | -1 | -11 | 0 | 0.1 | -5
COc1cc(C(=O)NCc2nnc(SCC(=O)N3CCCCC3)o2)cc(OC)c1OC | -2 | 4 | 0.4 | -11 | -3 | 12 | 10 | 0.3 | -7
COCCN(C(=O)CSc1nc2ccccc2c(=O)n1C(C)COC)c1c(N)n(Cc2ccccc2)c(=O)[nH]c1=O (configuration not stated) | 4 | 8 | -0.1 | -6 | -13 | 6 | 4 | 0.7 | 6
COc1ccc(CCN(C)C(=O)c2c(C)nn(CC(C)C)c2Cl)cc1OC | -1 | 0 | 0.0 | -5 | -4 | 13 | -10 | 0.5 | -7
CC(=O)c1sc(NC(=O)c2ccccc2)nc1-c1ccccc1 | -10 | 10 | -0.5 | -10 | -4 | -14 | 11 | -0.7 | -6
COc1ccc(CCN(C)CCC(=O)Nc2ccc(C)cc2)cc1OC | 0 | 1 | 0.2 | -3 | -9 | 9 | 11 | 0.0 | -11
O=C(COc1ccc(Cl)cc1Cl)Nc1ccc(CN2CCOCC2)cc1 | -5 | 13 | 7.4 | -11 | -8 | 8 | -11 | 11 | 6
CC(=O)c1cccc(N2C(=O)C3C4CCC(C4=C(C)C)C3C2=O)c1 (configuration not stated) | -13 | 3 | 0.1 | -4 | -3 | 17 | 2 | 4.5 | -4
Cc1ccc(C)c(NC(=O)CSc2nnc(-c3ccccc3)o2)c1 | -10 | 0 | 0.8 | -1 | 0 | 20 | 3 | 0.9 | -12
Cc1cc(C)c(NC(=O)Cn2nnc(C(=O)NCCc3ccccc3)c2N)c(C)c1 | -15 | x | 0.6 | 7 | -5 | 10 | x | 0.9 | 1
COc1ccc(Nc2nc(N)nc(C(F)(F)F)n2)c(OC)c1 | -8 | 4 | -0.4 | 2 | -4 | 8 | 8 | 0.0 | -6
CCc1nn(CC(=O)NCCCN2CCN(C)CC2)c(=O)c2cc3occc3n12 | -11 | 1 | 0.4 | -7 | -3 | 4 | -24 | -0.1 | 1
Cc1ccc(S(=O)(=O)N2CCOCCOCCOCCOCCOCC2)cc1 | -15 | 1 | -1.0 | -2 | -5 | 25 | -6 | 1.9 | -12
CCCCCc1c(C)[nH]c2nc3ccccc3n2c1=O | -21 | 5 | -0.1 | -5 | -2 | 2 | -6 | 0.7 | -6
O=C(O)CCCNC(=O)c1cncc(O)c1 | -8 | 4 | -0.1 | 0 | -1 | -1 | 13 | 0.0 | -4
COc1ccc(CN(C)C(=O)CCN(c2ccccc2)S(=O)(=O)c2ccc(C)cc2)c(OC)c1 | -3 | -1 | 2.0 | -16 | -6 | 7 | 13 | -0.6 | -21
CC(=O)OCC(=O)C1(O)CCC2C3CC(C)C4=CC(=O)C=CC4(C)C3C(O)CC21C (configuration not stated) | -7 | 4 | x | x | -3 | 19 | -32 | 1.5 | x
CCCCc1nnc(NC(=O)c2ccc3[nH]c(=O)c(=O)[nH]c3c2)s1 | -3 | 2 | 0.7 | -3 | 6 | 4 | 5 | -0.8 | -4
CC(=O)C1=C(C)Nc2ncnn2C1c1cccc(OCc2ccccc2)c1 (configuration not stated) | 5 | 0 | 1.3 | -4 | 0 | 1 | 2 | 0.0 | -8
CCCS(=O)(=O)NC(=O)C1(C)CCCN(C(=O)c2ccc3snnc3c2)C1 (configuration not stated) | -12 | 2 | x | x | -3 | 15 | -8 | 0.3 | x
O=C(COC(=O)c1ccc(Br)o1)NCc1ccc(Cl)cc1 | -6 | 1 | 2.4 | 1 | -5 | -14 | -4 | -0.3 | -13
O=C(c1ccccc1)N1CCSc2sccc2C1=O | -3 | 2 | x | x | -3 | 4 | 13 | 4.7 | x
CC(=O)Nc1ccc(OCCCNC(=O)c2c(-c3ccccc3)noc2C)cc1 | 12 | 2 | 6.2 | -4 | 3 | -16 | 1 | 4.1 | -4
CCCN1CCN(C(=O)CN2C(=O)COc3ccc(S(=O)(=O)N(CC)CC)cc32)CC1 | -8 | 7 | 0.7 | -3 | -4 | 5 | -11 | 0.7 | -7
Brc1ccccc1-c1csnn1 | -5 | 4 | -0.2 | -6 | -4 | 11 | -2 | -0.4 | -8
COc1ccc(-c2nc(CN3CCCCC3CCc3ccccn3)c(C)o2)cc1 (configuration not stated) | -5 | -1 | -0.1 | -14 | -14 | 18 | 14 | 8.2 | -41
Cc1c(NC(=O)C(C)c2ccc(CC(C)C)cc2)c(=O)n(-c2ccccc2)n1C (configuration not stated) | -8 | 3 | 0.0 | -19 | -3 | -2 | -3 | 0.2 | -2
O=C(CCC1CCCC1)N1CCN(S(=O)(=O)c2ccc(Br)cc2)CC1 | -13 | 23 | -0.2 | -1 | -2 | 10 | -14 | 0.6 | -14
COc1ccc(CCC(=O)NCCCNC(=O)CCc2ccc(OC)cc2)cc1 | 4 | 1 | -0.7 | -6 | -5 | 0 | -12 | 0.2 | -8
COc1cccc(C(=O)OC(C)CN2CCCC2)c1 (configuration not stated) | -2 | 4 | 8.7 | -11 | -8 | 0 | -5 | 0.1 | 5
CC1CCCN(C(=O)CNC(=O)c2cccs2)C1 (configuration not stated) | -15 | -1 | 1.3 | -1 | -2 | 8 | 6 | 0.3 | -1
COc1cc(OC)cc(C(=O)N[C@H](C(=O)OCC(=O)Nc2ccc(C(C)C)cc2)C(C)C)c1 | 2 | 1 | 0.5 | -17 | -5 | 0 | 11 | 0.0 | -14
O=C(NNC(=O)C1CCN(S(=O)(=O)c2ccc(Cl)cc2)CC1)c1ccc(Cl)cc1 | -1 | 11 | 1.5 | -20 | 0 | -2 | -7 | 1.1 | -11
CCOC(=O)C1CCN(C(=O)c2c(-c3c(F)cccc3Cl)noc2C)CC1 | -10 | 4 | 0.2 | -9 | -4 | 17 | -2 | 0.7 | -39
COC(=O)C1=C(C(=O)OC)[C@@H]2N(C)c3ccccc3[C@@]23C[C@@H](C(=O)OC)N(C(=O)c2cc(C)oc2C)C3=N1 | -5 | x | 0.3 | -8 | -4 | 7 | x | -0.1 | -28
NC(=O)[C@@H]1CCCNc2c(I)cc([N+](=O)[O-])cc2C(=O)N[C@@H](CO)C(=O)N[C@@H](Cc2ccc(O)cc2)C(=O)N1 | -11 | 5 | -0.6 | -12 | -3 | -6 | -5 | 0.2 | -8
O=C1C2C3c4ccccc4C(c4ccccc43)C2C(=O)N1c1nc(-c2ccccc2)cs1 (configuration not stated) | 5 | 10 | 1.2 | -16 | 0 | -2 | -14 | 0.1 | -12
Cc1nn(C)cc1CNC(=O)c1cccc(Br)c1 | -6 | 2 | 1.3 | -14 | -3 | 1 | -14 | 0.1 | -6
CC(CN1CCCCC1)OC(=O)c1ccc(Cl)cc1Cl (configuration not stated) | 9 | 9 | -0.1 | -1 | -6 | -5 | 10 | -0.1 | -9
CCn1c(-c2nn(-c3ccccc3)ccc2=O)n[nH]c1=S | -2 | 9 | 0.8 | -5 | -6 | 13 | -19 | 0.6 | 2
O=[N+]([O-])c1c(NCCO)cc(N2CCCCC2)c2nonc12 | -6 | 4 | 1.4 | -10 | -8 | 14 | -9 | 0.1 | -6
CCC(=O)N=c1n(C)c2ccccc2n1CCOc1ccccc1 | -13 | 4 | 1.4 | -6 | -3 | 19 | -12 | 0.3 | -11
COc1ccccc1CNC(=O)C1CC2Cn3c(nc4cc5ccccc5cc43)C2N1C (configuration not stated) | -4 | 11 | 2.7 | -5 | -8 | 8 | -9 | -0.1 | -21
CC(=O)N/C(=C\c1ccccc1)C(=O)NCC(=O)O | -2 | 1 | x | x | -6 | 18 | 5 | 0.4 | x
Cc1ccc(OCC(=O)N/N=C/c2cccc3cccnc23)cc1 | -1 | 11 | 1.8 | -1 | -2 | -13 | -2 | 0.7 | -16
C=CCN1C=C(C(C)=O)C(=O)CC1 | -8 | 1 | x | x | -4 | 10 | -29 | 0.5 | x

Next part
SMILES | CHO-K1 Ca antag | TAAR1 ag | V1aR counter | OXTR potentiator | M1 ag | M1 PAM parental | TAAR1 antag | M1 ag parental | CHO parental Ca
CC(=O)c1c(C)[nH]c(C(=O)N2CCN(S(=O)(=O)c3ccc(F)c(F)c3)CC2)c1C | -5 | 0 | -0.8 | -4 | -8 | 9 | -17 | 0.4 | -9
CC(=O)NC(C)C(=O)OCC(=O)Nc1ccc(Br)cc1 (configuration not stated) | -11 | 19 | 0.6 | 1 | -2 | 15 | -6 | 0.9 | 1
Cc1onc(NC(=O)NC(=O)c2c(Cl)cccc2Cl)c1Br | -4 | 1 | 1.2 | -10 | -4 | -11 | -21 | 2.6 | -17
CCOC(=O)N1CCN(C(=O)COc2cc(C)c(Cl)c(C)c2)CC1 | -15 | 2 | 1.5 | -5 | -3 | 16 | -15 | 1.1 | -16
COC(=O)[C@H](C)NC(=O)NC(C)CCc1ccccc1 (some centres not stated) | -15 | 6 | 0.3 | -10 | -1 | 16 | -8 | 0.2 | -18
COc1cccc(CN(C)C(=O)CCN=C2NS(=O)(=O)c3ccccc32)c1OC | -15 | 15 | 1.7 | 5 | -3 | 8 | 2 | 1.5 | -18
O=C(Nc1ccncc1Cl)c1ccncc1 | -4 | 1 | 1.5 | -2 | -1 | 9 | -11 | 0.8 | -2
O=C(NC1CCCC1)C(=O)N(c1ccccc1F)C(C(=O)NCC1CCCO1)c1cccs1 (configuration not stated) | -7 | 2 | 0.2 | -7 | -8 | 19 | -1 | 4.8 | -10
